Screening results as filed in PubChem.
PPARg SRC1 recr: agonists of human PPARgamma SRC-1 coactivator recruitment; P37231; PPARgamma-SRC-1 coactivator recruitment biochemical assay; activation, % at 8 µM; 0.41% of 200,000 active; AID 631; in the data active = activation above about 19%;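 note: 0% = DMSO and 100% = reference agonist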
Target sequence (P37231 whole entry, looked up): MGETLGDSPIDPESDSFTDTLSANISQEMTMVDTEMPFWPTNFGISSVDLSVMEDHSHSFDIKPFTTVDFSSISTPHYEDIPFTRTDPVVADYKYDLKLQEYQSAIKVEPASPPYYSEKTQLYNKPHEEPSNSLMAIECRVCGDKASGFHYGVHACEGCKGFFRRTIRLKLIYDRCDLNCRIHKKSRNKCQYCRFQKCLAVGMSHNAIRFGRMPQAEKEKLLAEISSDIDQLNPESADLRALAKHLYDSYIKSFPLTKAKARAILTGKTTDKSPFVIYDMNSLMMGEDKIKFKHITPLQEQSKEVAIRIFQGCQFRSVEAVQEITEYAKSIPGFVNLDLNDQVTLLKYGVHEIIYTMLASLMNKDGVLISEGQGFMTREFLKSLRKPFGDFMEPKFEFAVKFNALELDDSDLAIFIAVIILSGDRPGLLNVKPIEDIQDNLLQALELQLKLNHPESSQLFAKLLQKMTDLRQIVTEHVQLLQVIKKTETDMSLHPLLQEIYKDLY
PPARg SRC-3 ag: PPARgamma-driven SRC-3 recruitment agonism; P37231; biochemical PPARgamma/SRC-3 coactivator recruitment assay; activation, % at 8 µM; 0.26% of 200,000 active; in the data active = activation above about 23%;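 note: 0% = DMSO and 100% = reference agonist; some compounds past the cut are filed as inactive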
Diaph act CS: diaphorase activation or chemical reduction counter-screen; Diaphorase/resazurin coupled assay, resorufin fluorescence, 16 min; active compounds read high; 1 = vehicle wells, 0 = NADH-free wells; 0.005% of 190,000 active; activation factor at 20 µM;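 active = diaphorase activity raised at least twofold by the compound at 20 µM; inactive = activation factor below 2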
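Material: purified diaphorase enzyme from Clostridium kluyveri; Also added: 0.114 mM NADH and 0.1 mM resazurin, final amounts; Doses: single compound dose of 20 µM, 1% DMSO final; Times: 16 min enzyme reaction, ambient temperature; Detection: resorufin fluorescence, excitation 544 nm, emission 590 nm; Measure: increased resorufin signal from activators or reducing compounds.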
S1P3 antagonist: antagonists of human S1P3 receptor | Q99500 | CHO S1P3 NFAT-BLA reporter, FRET fluorescence, antagonist mode | inhibition, % at 4.98 µM | 0.27% of 170,000 active | AID 485;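 active = inhibition above the plate cutoff, the mean inhibition of test wells on that plate plus 3 SD, cut at about 28% in these data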;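 note: cells challenged with S1P at its EC80 of 0.8 µM; blue over green emission ratio from cleaved BLA substrate after 4 h stimulation; 0% = S1P-stimulated wells and 100% = unstimulated DMSO-only wells; some compounds past the cut are filed as inactive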
ROMK primary: modulators of human ROMK potassium channel. P48048. Tet-inducible ROMK, thallium flux fluorescence; actives lie on both sides. B-score at 10 µM. 2% of 130,000 active;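 active = signal ratio slope over the read window, or its plate-corrected B-score, at least 3 SD from the plate mean, either direction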;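 note: B-score of the F/F0 ratio slope over 7 to 12 s after thallium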
Target sequence (P48048 whole entry, looked up): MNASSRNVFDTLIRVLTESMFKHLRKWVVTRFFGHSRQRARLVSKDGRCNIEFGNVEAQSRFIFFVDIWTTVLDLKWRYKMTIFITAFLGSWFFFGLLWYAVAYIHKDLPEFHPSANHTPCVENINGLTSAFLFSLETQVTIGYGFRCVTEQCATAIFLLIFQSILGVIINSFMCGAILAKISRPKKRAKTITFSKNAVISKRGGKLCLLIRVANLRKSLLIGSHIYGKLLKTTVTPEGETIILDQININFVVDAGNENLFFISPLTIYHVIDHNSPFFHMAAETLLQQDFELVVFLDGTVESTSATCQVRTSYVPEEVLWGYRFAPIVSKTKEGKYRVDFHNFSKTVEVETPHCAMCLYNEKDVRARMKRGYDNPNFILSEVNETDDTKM
SRC2 TRFRET art: flags TR-FRET format artefacts in PPARgamma SRC-2 recruitment agonist screen. 0.4% of 200,000 active. TR-FRET ratio at 8 µM. TR-FRET artefact counter-screen; active compounds read high. AID 1049; in the data active = TR-FRET ratio above about 2000; note: inactives centre near 1500
G6PDH counter: counter-screen for G6PDH assay hits: L. mesenteroides G6PDH inhibition | Purified L. mesenteroides G6PDH, diaphorase/resazurin coupled fluorescence, 45 min | inhibition, % at 5 µM | 0.12% of 200,000 active | AID 1020; in the data active = inhibition above about 50%
Diaphorase inh: diaphorase inhibition or chemical oxidation counter-screen. diaphorase resazurin-to-resorufin fluorescence, NADH, 16 min; bacterial (C. kluyveri) enzyme, not human. inhibition, % at 20 µM. 0.69% of 190,000 active;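 active = primary screen inhibition at 20 µM above a set limit, cut at about 50% in these data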;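 note: plate controls were DMSO with full reaction for no effect and wells lacking NADH for full effect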
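Assay system – diaphorase enzyme from Clostridium kluyveri · Amount – diaphorase 0.14 U/mL (working solution) · Times – reaction incubation of 16 min at room temperature · Controls – No-NADH positive control and DMSO neutral control · Signal – resorufin fluorescence 544/590 nm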
PMI act satM6P: activators of human phosphomannose isomerase at near-saturating mannose 6-phosphate; 0.34% of 190,000 active; activation factor at 20 µM; coupled PMI enzyme assay, resazurin fluorescence, 20 min; active compounds read high; 1 = untreated enzyme, 0 = substrate-free blank; P34949;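 active = activation factor of 2 or more at 20 µM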
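test system = human PMI in coupled enzyme assay | medium = HEPES-buffered pH 7.4 with magnesium and detergent | also added = 1.0 mM mannose-6-phosphate substrate with 0.22 mM NADP+ | compound = 20 µM single dose | times = 20 min incubation at room temperature | measured by = resorufin fluorescence (Ex 544/Em 590 nm) from resazurin via diaphorase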
PMI act: phosphomannose isomerase (human) activation; activation factor at 20 µM; P34949; purified human PMI, coupled resazurin fluorescence, 20 min; active compounds read high; 1 = vehicle control, 0 substrate-free wells; AID 1214; 0.005% of 190,000 active;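 active = activation factor of 2 or more at 20 µM, relative to plate controls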
PPARg SRC2 recr: agonists of SRC-2 recruitment by human PPARgamma; P37231; activation, % at 8 µM; PPARgamma LBD-SRC-2 recruitment, biochemical; 0.34% of 200,000 active; AID 1032; in the data active = activation above about 22%;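 note: 0% = vehicle and 100% = reference agonist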
Starred values were filed as active, the others as inactive; . = not tested or not shown.

SMILES	PPARg SRC1 recr	PPARg SRC-3 ag	Diaph act CS	S1P3 antagonist	ROMK primary	SRC2 TRFRET art	G6PDH counter	Diaphorase inh	PMI act satM6P	PMI act	PPARg SRC2 recr
O=c1[nH]c(C2CCCN(S(=O)(=O)c3ccccc3)C2)nc2c1nnn2Cc1ccccc1F (stereo not given)	-4	-6	0.9	-11	.	1409	1	15	1	0.9	-1
Cc1occc1-c1nnc(SCC(=O)c2ccc(F)cc2)o1	8	10	0.9	-14	-0.47	1956	1	11	1	1	5
O=C(NC1CCCCC1)NC1CCN(S(=O)(=O)c2ccc3c(c2)OCCO3)CC1	11	2	0.9	11	.	1473	1	8	1	1	4
O=C(NC(=S)Nc1nc(-c2cccc([N+](=O)[O-])c2)cs1)c1ccccc1Cl	0	-3	1	-15	-0.73	1556	-1	0	1.1	1	-5
Cc1ccc(NC(=O)CN(C)C2CCCCC2)cc1Br	-3	3	1	16	-1	1636	0	0	1.1	1	-7
Cc1c(C(=O)OCC(C)C)[nH]c2c1C(=O)CC(c1cccs1)C2 (stereo not given)	6	19	1	.	.	1493	4	0	1.1	1	9
O=C(C(c1ccccc1)c1ccccc1)N1CCN(Cc2ccco2)CC1	1	-7	0.8	.	-0.26	1519	4	19	1.1	1	6
CCc1ccc2[nH]c(=O)c(C(c3nnnn3CCOC)N3CCN(c4ccccc4)CC3)cc2c1 (stereo not given)	5	8	0.6	-3	.	1556	5	42	1.6	1.3	6
COc1ccc2[nH]c(=O)c(CN(C3CCCCC3)C(c3nnnn3Cc3ccco3)C(C)C)cc2c1 (stereo not given)	8	5	0.7	26	-1.5	1508	-2	28	1.1	1.2	-7
O=S1(=O)N=C(N/N=C/c2ccccn2)c2ccccc21	11	2	0.9	-7	.	1761	-6	5	1.2	1.2	5
O=S(=O)(c1cccc(S(=O)(=O)N2CCN(c3ncccn3)CC2)c1)N1CCOCC1	-3	0	1	.	0.66	1612	3	-2	1.1	1.1	7
CCOC(=O)CC1=C(C(=O)OCC)C(c2cccs2)C(C#N)=C(N)O1 (stereo not given)	0	5	0.8	.	-1.1	1647	7	16	0.9	0.8	5

Exported as a markdown table: entries from further up.
| SMILES | PPARg SRC1 recr | PPARg SRC-3 ag | Diaph act CS | S1P3 antagonist | ROMK primary | SRC2 TRFRET art | G6PDH counter | Diaphorase inh | PMI act satM6P | PMI act | PPARg SRC2 recr |
| --- | --- | --- | --- | --- | --- | --- | --- | --- | --- | --- | --- |
| O=c1[nH]c(C2CCCN(S(=O)(=O)c3ccccc3)C2)nc2c1nnn2Cc1ccccc1F (stereo not given) | -4 | -6 | 0.9 | -11 | . | 1409 | 1 | 15 | 1 | 0.9 | -1 |
| Cc1occc1-c1nnc(SCC(=O)c2ccc(F)cc2)o1 | 8 | 10 | 0.9 | -14 | -0.47 | 1956 | 1 | 11 | 1 | 1 | 5 |
| O=C(NC1CCCCC1)NC1CCN(S(=O)(=O)c2ccc3c(c2)OCCO3)CC1 | 11 | 2 | 0.9 | 11 | . | 1473 | 1 | 8 | 1 | 1 | 4 |
| O=C(NC(=S)Nc1nc(-c2cccc([N+](=O)[O-])c2)cs1)c1ccccc1Cl | 0 | -3 | 1 | -15 | -0.73 | 1556 | -1 | 0 | 1.1 | 1 | -5 |
| Cc1ccc(NC(=O)CN(C)C2CCCCC2)cc1Br | -3 | 3 | 1 | 16 | -1 | 1636 | 0 | 0 | 1.1 | 1 | -7 |
| Cc1c(C(=O)OCC(C)C)[nH]c2c1C(=O)CC(c1cccs1)C2 (stereo not given) | 6 | 19 | 1 | . | . | 1493 | 4 | 0 | 1.1 | 1 | 9 |
| O=C(C(c1ccccc1)c1ccccc1)N1CCN(Cc2ccco2)CC1 | 1 | -7 | 0.8 | . | -0.26 | 1519 | 4 | 19 | 1.1 | 1 | 6 |
| CCc1ccc2[nH]c(=O)c(C(c3nnnn3CCOC)N3CCN(c4ccccc4)CC3)cc2c1 (stereo not given) | 5 | 8 | 0.6 | -3 | . | 1556 | 5 | 42 | 1.6 | 1.3 | 6 |

Going on with the list:
SMILES	PPARg SRC1 recr	PPARg SRC-3 ag	Diaph act CS	S1P3 antagonist	ROMK primary	SRC2 TRFRET art	G6PDH counter	Diaphorase inh	PMI act satM6P	PMI act	PPARg SRC2 recr
Cc1noc(C)c1COc1ccc(C(=O)OCC(=O)N2CC(=O)Nc3ccccc32)cc1	-1	-7	1.1	.	.	1460	2	-10	1.1	1	-1
Cc1c(CN2CCCC(CO)(Cc3cccc(Cl)c3)C2)cnn1C (stereo not given)	5	3	1.1	-3	0.94	1526	10	-10	1	1	9
Cn1c(=O)cc(OCC(=O)NCc2ccccn2)c2ccccc21	-6	-12	1.1	-10	-0.66	1408	-2	-14	1	1.1	1
COC(=O)c1ccc(NC(=S)NCCC2=CCCCC2)cc1	0	-4	1	.	.	1578	6	5	0.9	1	6
CCOC(=O)c1[nH]c(COC(=O)C2CC(=O)N(Cc3ccccc3)C2)c(C(=O)OCC)c1C (stereo not given)	6	-2	0.9	-30	-0.22	1571	17	12	0.9	0.8	6
Cc1ccccc1-c1nc(CN2CCCC(C(=O)NCc3cccnc3)C2)c(C)o1 (stereo not given)	4	7	1.1	-10	-0.3	1622	9	-9	1	0.9	3
CCS(=O)(=O)c1ccc2oc(SCC(=O)c3ccco3)nc2c1	5	8	0.9	0	0.36	1741	0	9	1	1.1	8
COc1ccc2nc(NC(=O)CSc3nc(C)cc(C)n3)sc2c1	-6	13	0.9	.	-0.81	1608	3	14	1	1	8
NC(=O)c1ccc(OCC(F)(F)C(F)(F)C(F)(F)C(F)(F)C(F)(F)C(F)F)cc1	2	0	0.8	13	.	1794	6	23	0.9	1	-1
CC1CCCC(NC(=O)c2cn(C)c3ccc(S(=O)(=O)N4CCCC4)cc3c2=O)C1C (stereo not given)	3	-5	0.8	-21	.	1644	-5	17	0.9	0.9	11
CCCNC(=O)CN1C(=O)NC2(CCCc3cc(OC)ccc32)C1=O (stereo not given)	0	-4	0.8	.	0.17	1493	5	21	0.9	0.8	3
COc1ccc(-n2nc3c(=O)[nH][nH]c3cc2=O)cc1	-13	0	0.7	-26	0.011	1429	-3	28	0.7	1.1	-7
O=Cc1ccc(N2CCCCCC2)cc1	0	-7	0.9	.	-0.89	1390	15	11	0.9	0.9	-3
O=C(CC1CCCCC1)NCc1cn2ccsc2n1	6	3	0.9	3	.	1591	7	12	1	1.1	3
Cc1ccc2cc(CN(Cc3ccco3)C(=O)c3ccccc3)c(=O)[nH]c2c1C	0	6	0.9	2	.	1525	1	6	1	1	5
CC(C)c1nc2ccccc2n1CC(O)COC1CCCCC1 (stereo not given)	4	-1	0.8	-1	-1.2	1517	-4	20	0.9	0.9	-1
C=CCN(CC=C)Cc1c(C)[nH]c2ccc(C(=O)OCC)cc2c1=O	0	5	1	.	.	1460	9	0	1	0.9	3
Cc1cc(C)n(-c2ncnc3ccccc23)n1	-7	-2	1	-2	0.75	1730	1	4	1	1	6
Cc1ccccc1NC(=O)CSc1ccsc1[N+](=O)[O-]	7	-1	0.8	-6	.	1535	7	24	0.8	0.8	-1
Cc1cc[n+](CC(=O)c2ccc(NC(=O)c3ccccc3)cc2)cc1	-4	4	0.9	-26	0.76	1759	-2	10	1	1	0
COCCN(CCOC)S(=O)(=O)c1ccc(C(=O)Nc2ccc(S(=O)(=O)Nc3nccc(C)n3)cc2)cc1	-4	-6	1	0	1.2	1457	4	1	1	1.1	-2
O=C(Nc1ccc(-n2nncc2-c2ccco2)cc1)c1ccc(F)cc1	7	5	0.9	.	.	1653	7	14	1	0.9	1
COC(=O)c1cc(OC)c(OC)cc1NC(=O)c1ccc(OC)c(OC)c1	5	-2	0.9	.	0.047	1452	-1	14	0.9	0.9	0
O=C(NNS(=O)(=O)c1ccc(Cl)cc1)c1ccc(S(=O)(=O)N2CCCCC2)cc1	-1	1	0.9	-12	0.68	1539	-4	6	1	0.7	-5
Cc1ccc(S(=O)(=O)N(CC(=O)Nc2ccccc2C(=O)O)c2ccccc2C)cc1	9	3	0.9	0	1.8	1554	12	12	1	1.1	6
COc1cccc(/C=C/C(=O)Nc2cccc(C(C)=O)c2)c1OC	-1	-4	0.9	6	-0.079	1542	-3	6	0.9	0.9	2
CCOC(=O)CNS(=O)(=O)CCN1C(=O)c2ccccc2C1=O	2	4	0.9	.	0.43	1487	-3	9	1.1	1	1
Cc1cc(/C=N/n2cnnc2)c(C)n1-c1ccc(OCc2ccc(Cl)cc2Cl)cc1	-3	8	0.9	.	.	1417	4	6	0.9	0.8	0
CCOc1cccc2sc(N(CCCN(C)C)C(=O)Cc3ccccc3)nc12	-3	-2	1.1	-8	-3.2*	1559	1	-14	1.2	1.3	4
CCOc1ccc(C(CC(=O)O)NC(=O)C23CC4CC(CC(C4)C2)C3)cc1 (stereo not given)	-5	-2	0.9	.	.	1446	2	6	1	1	-6
Cn1c2c(c(=O)n(C)c1=O)C(C(F)(F)F)(C(F)(F)F)N=C(c1ccc(Cl)cc1)N2	-8	13	0.9	.	.	1765	8	12	1.1	1	8
Cc1cc2c(c(=O)n1CC1CCCO1)C(c1ccco1)C(C#N)=C(N)O2 (stereo not given)	10	3	0.8	-19	0.55	1520	4	22	0.9	1	6
CC(=O)/C=C\c1cn(-c2ncc(C(F)(F)F)cc2Cl)c2ccccc12	-4	-5	0.8	.	.	1403	-26	23	0.8	0.9	5
CO/N=C(\Cn1ncc(N2CCOCC2)c(Br)c1=O)c1ccc(Cl)cc1	-1	-3	0.8	3	-0.76	1590	4	16	1	0.9	-2
Cc1ccc(-c2cc(-c3ccccc3)no2)c(O)c1	1	-2	1	3	.	1423	0	2	0.9	0.9	1
Nc1ccc(Cl)c(S(=O)(=O)Nc2cccc(Cl)c2)c1	-3	1	1	-17	-0.83	1568	4	3	1	1.1	3
COc1cc(/C=N/NC(=O)c2cccnc2)ccc1OC(=O)c1ccc([N+](=O)[O-])cc1	6	-3	1	0	-1	1585	-1	2	1.1	1.1	-5
CCOC(=O)c1ccc(-n2c(=O)[nH]c3ccccc3c2=O)cc1	3	12	0.8	.	0.41	1587	11	16	1	0.9	6
Cc1cc(C)c(C#N)c(Oc2ccc(F)cc2)n1	8	8	0.9	.	.	1706	5	12	1	1	20
O=C(Nc1ccc(F)cc1)N(Cc1cccs1)Cc1cc2cc3c(cc2[nH]c1=O)OCO3	1	-2	0.8	-1	0.86	1629	-3	20	0.8	0.9	-3
CC(=O)Oc1ccc(NC(=O)C2CCCCC2)c(C(=O)O)c1	14	6	0.9	-13	.	1571	6	6	1.1	1	19
